Assay outcomes deposited in PubChem BioAssay by several laboratories.
HTR5A ag ctr – HTR5A agonists in luminescence cell assay, primary screen, counter-screen for OPRM1-OPRD1 heterodimer agonist project, full-deck HTS; hit rate 0.61% among 340,000; activation, % at 9.3 µM; AID 504692, 2011; cell-based; in the data active = activation mostly above about 9.5%, no sharp cut-off; inactive = mostly below about 7.6%;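 also: 0% = cells with vehicle only and 100% = reference agonist; strong numbers were not always called active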
Target sequence (P47898 whole entry, looked up): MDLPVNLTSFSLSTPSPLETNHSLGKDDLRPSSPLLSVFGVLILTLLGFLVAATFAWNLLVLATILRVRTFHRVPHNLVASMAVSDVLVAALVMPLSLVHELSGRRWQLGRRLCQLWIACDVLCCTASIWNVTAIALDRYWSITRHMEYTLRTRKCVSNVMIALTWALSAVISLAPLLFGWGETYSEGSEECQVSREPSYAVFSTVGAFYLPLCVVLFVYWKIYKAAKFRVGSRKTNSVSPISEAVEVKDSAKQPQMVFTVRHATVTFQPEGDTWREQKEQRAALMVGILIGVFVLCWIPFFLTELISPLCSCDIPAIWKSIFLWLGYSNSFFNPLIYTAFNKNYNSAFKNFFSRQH
CDK5 p35 inh – inhibitors of human CDK5/p35 kinase, primary screen, biochemical, single concentration; Cyclin-dependent kinase 5 (Homo sapiens) + Cyclin-dependent kinase 5 activator 1 (Homo …; Recombinant CDK5/p35, ADP-Glo luminescence, 60 min; inhibition, % at 10 µM; hit rate 0.01% among 330,000; AID 488839, 2010;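 active = highest replicate inhibition of at least 50% and at least 75% of replicates reaching 50%; inconclusive = only one of the two criteria met; inactive = both criteria failed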;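 also: plate controls were DMSO neutral control for no effect and GW8510 at 10 µM for full effect; many of its hits are not listed in these tables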
Rtt109 Vps75 – inhibitors of C. albicans Rtt109/Vps75 HAT, primary screen, biochemical, ThioGlo CoA-SH fluorescence, plate reader; purified Rtt109/Vps75, 4 h; hit rate 0.16% among 330,000; AID 540336, 2011; Histone acetyltransferase RTT109 (Candida albicans (strain SC5314 / ATCC MYA-2876)), …; inhibition, % at 34.9 µM;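 active = inhibition of at least 50% in every replicate; inconclusive = best replicate reaches 50% inhibition but some replicates fall short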
Target sequence (Q5AAJ8 whole entry, looked up): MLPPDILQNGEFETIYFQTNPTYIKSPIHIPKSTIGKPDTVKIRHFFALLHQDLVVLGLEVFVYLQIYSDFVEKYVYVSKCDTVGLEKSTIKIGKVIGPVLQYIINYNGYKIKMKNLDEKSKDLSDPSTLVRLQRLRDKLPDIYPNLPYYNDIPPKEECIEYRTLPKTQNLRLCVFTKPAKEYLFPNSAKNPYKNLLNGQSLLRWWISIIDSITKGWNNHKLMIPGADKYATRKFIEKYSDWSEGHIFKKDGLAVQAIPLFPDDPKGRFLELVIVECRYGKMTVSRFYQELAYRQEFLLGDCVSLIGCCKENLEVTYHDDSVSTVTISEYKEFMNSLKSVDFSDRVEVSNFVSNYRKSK
SR-BI DiI inh – inhibitors of SR-BI mediated HDL lipid uptake, primary screen, ldlA[mSR-BI] cells, fluorescence, single point; Scavenger receptor class B member 1 (Mus musculus), Q61009; ldlA[mSR-BI] CHO cells, DiI-HDL uptake fluorescence, 3 h; inhibition, % at 12.5 µM; hit rate 0.96% among 320,000; AID 488896, 2010;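 active = mean replicate inhibition of at least 70% and a set share of replicates each scoring 70 or more; inconclusive = meets just one of the two criteria; inactive = fails both criteria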;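 also: 0% = median of neutral control wells and 100% = median of positive control wells; values of inactives mirror those of a sister screen read the other way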
dFosB activator – activators of delta FosB homodimer, primary screen, biochemical, fluorescence polarization, TAMRA-CDK5 oligo, single point; hit rate 0.99% among 340,000; purified delta FosB; percent of positive-control signal above neutral wells; activation, % at 25 µM; Protein FosB (Mus musculus), P13346;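 active = mean activation above about 17%, with every replicate also reaching it, limit read from the data, passing the limit was not always enough; inconclusive = only one of the two conditions met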;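 also: fluorescence polarization rise as delta FosB binds a TAMRA Cdk5 AP-1 oligo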
Target sequence (P13346 whole entry, looked up): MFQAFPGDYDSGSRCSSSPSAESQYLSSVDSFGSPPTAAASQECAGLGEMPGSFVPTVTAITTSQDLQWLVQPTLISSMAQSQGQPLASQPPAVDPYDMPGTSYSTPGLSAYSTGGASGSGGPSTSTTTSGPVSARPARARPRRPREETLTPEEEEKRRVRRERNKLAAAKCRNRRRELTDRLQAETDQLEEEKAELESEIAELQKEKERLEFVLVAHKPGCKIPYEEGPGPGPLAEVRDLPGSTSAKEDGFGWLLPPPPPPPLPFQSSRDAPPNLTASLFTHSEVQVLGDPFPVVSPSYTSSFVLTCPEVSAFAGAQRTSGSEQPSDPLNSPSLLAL
PvdQ acylase – P. aeruginosa PvdQ acylase inhibitors, primary screen, biochemical, fluorescence, plate reader and imaging, single point. hit rate 0.063% among 340,000. AID 488965, 2010. purified PvdQ acylase. inhibition, % at 10 µM; in the data active = inhibition above about 30%, passing the limit was not always enough; inconclusive = no clear call, values can overlap the other calls;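 also: 0% = vehicle neutral wells and 100% = reference inhibitor wells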
cardiac RTF act – cardiac RTF calcium sensitivity activators, primary screen, biochemical, IANBD-TnC fluorescence, EC20 calcium. activation, % at 7.2 µM. IANBD-labeled TnC RTF fluorescence at EC20 calcium; 0% EC20 calcium, 100% full calcium. AID 493008, 2010. Troponin I, cardiac muscle (Homo sapiens) + Troponin T, cardiac muscle (Homo sapiens) + …. hit rate 0.24% among 340,000;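 active = activation above the mean over all tested compounds plus 3 SD, cut at about 30% in these data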;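 also: rise in fluorescence read as greater calcium sensitivity of cardiac thin filaments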
MITF act – activators of MITF-driven TRPM1 promoter reporter, primary screen, cell-based, SK-MEL-5, luciferase, single point. SK-MEL-5 TRPM1-promoter luciferase, 24 h; % of positive control, neutral wells = 0. activation, % at 12.5 µM. hit rate 0.75% among 300,000;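 active = mean activation of at least 80% with every replicate also reaching 80%; inconclusive = mean reaches 80% but some replicate falls short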;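 also: 0% = neutral control wells and 100% = parthenolide positive control wells; values of inactives mirror those of a sister screen read the other way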
SR-BI DiI-HDL act – activators of SR-BI mediated DiI-HDL uptake, primary screen, ldlA[mSR-BI] CHO cells, DiI fluorescence; activation, % at 12.5 µM; hit rate 0.096% among 320,000; AID 504775, 2011; 3 h; 100 = double the neutral-control signal;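 active = mean replicate activation of at least 60% and every replicate at or above 60%; inconclusive = mean or all-replicate condition met, but not both; inactive = mean below 60% and not all replicates reaching 60%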;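 also: 0% = median plate neutral-control signal and 100% = twice that signal; values of inactives mirror those of a sister screen read the other way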
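Material: SR-BI-overexpressing, LDLR-lacking CHO cells; schedule: compound exposure 3 h, 37 °C; reagent: DiI-labelled HDL at 10 µg/mL final; technique: bottom-read fluorescence, 550/595 nm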
Wnt bcat act – Wnt/beta-catenin pathway activators, primary screen, cell-based, plate reader, single point; Wnt/beta-catenin reporter cell assay, activator; hit rate 1.2% among 300,000; activation, % at 9.35 µM; in the data active = activation above about 30%, passing the limit was not always enough; inconclusive = no clear call, values can overlap the other calls;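 also: 0% = neutral control wells and 100% = positive control wells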
The depositor's hits bear a star; ? = inconclusive; · = no result given; & = joins results of further samples.

molecule	HTR5A ag ctr	CDK5 p35 inh	Rtt109 Vps75	SR-BI DiI inh	dFosB activator	PvdQ acylase	cardiac RTF act	MITF act	SR-BI DiI-HDL act	Wnt bcat act
CCCCC(=O)Nc1cccc(NC(=O)c2ccc(Br)o2)c1	-2	2.1	22	23	-8	1	1	7	-23	·
CC(=O)Nc1c(O)nc(SCC(=O)Nc2nnc(SCc3ccccc3)s2)[nH]c1=O	-1	0.3	3	-4	-8	-8	-3	-9	4	·
CN(Cc1c(F)cccc1Cl)C(=O)c1ccc(NC(=O)CC2SC(N3CCCC3)=NC2=O)cc1 (stereo not drawn)	-1	0.2	4	9	-4	-1	-5	-6	-9	5
COc1ccc(Oc2c(C(F)(F)F)oc3cc(OCC(=O)O)ccc3c2=O)cc1	1	0.5	5	-4	5	4	0	-9	4	-2
COc1ccc(NC(=O)c2c(NC(=O)CNCc3ccco3)sc3c2CCC3)c(OC)c1	-2	0.2	3	13	-7	-9	5	13	-13	·
COc1ccc(N2C(=O)[C@@H]3[C@H](C2=O)[C@H]2c4ccccc4C=CN2[C@@H]3C(C)=O)cc1	3	-0.2	-8&13	-37&15	-4	11&0	6	-12	37&-15	-3
COc1ccc(OC)c(NC(=O)COC(=O)Cc2ccc(-c3ccccc3)cc2)c1	8	1.0	1	5	-6	10	5	5	-5	·
O=C(c1ccc(Cl)cc1)c1nnc(-c2ccncc2)o1	5	0.9	1	-22	4	-11	5	15	22	·
CC(=O)Nc1ccc(SC[C@H](C)CN2CC[C@H](C(C)(C)C)CCC2=O)cc1	2	-0.2	7	-16	-12	-10	-5	15	16	0
NC(=O)COC(=O)Cc1coc2cc3c(cc12)CCC3	5	-1.4	0	-25	-10	-27	10	-1	25	0
O=C(Nc1ccc2c(c1)OCO2)c1noc2c1CCCCC2	-1	-3.2	-1	0	-4	-12	0	3	0	·
COC1CCN(C(=O)c2ccc3oc(Cc4ccc(Cl)cc4)nc3c2)CC1	-2	·	-7	6	-10	-11	3	8	-6	0
CCOc1cc(C2NC(=O)NC(O)(C(F)(F)F)C2C(=O)c2ccccc2)ccc1OC (stereo not drawn)	0	-1.9	·	-28	-1	9	1	·	28	24
O=C1CSC(=S)N1/N=C/c1ccc2c(c1)OCCO2	2	-0.4	-4	-24	-6	-15	0	-3	24	1
O=C(CC(=O)N/N=C\c1ccc([N+](=O)[O-])cc1)NCCc1ccccc1	0	-1.0	-3	-11	·	-13	2	0	11	0
O=C1CC(/C=C/c2ccccn2)=Nc2ccccc2N1	-2	-0.3	1	-25	-3	-5	5	-7	25	-5
COc1cc(NCCC(=O)c2cccs2)c(OC)cc1Cl	-2	-0.5	4	5	-4	-1	-1	-11	-5	-23
CC1(C)CC(=O)C=C(NCc2cccnc2)C1	-1	-1.1	0	-11	2	-3	1	-6	11	-3
COC(=O)[C@H](Cc1ccccc1)NC(=O)N1CCC(C)CC1	-1	4.5	3	-28	-2	6	1	22	28	3
COc1cccc(CN(C)C(=O)c2ccc3c(=O)n4c(nc3c2)CCC4)c1	0	1.1	13	-12	-5	-5	-1	-9	12	-3
Cc1cc(C(=O)Nc2ccccc2C(=O)O)ccc1NC(=O)COc1ccccc1Cl	11	-0.2	0	7	1	-9	-5	-8	-7	2
CCCCSc1nc2ccccc2n1CC(=O)O	8	1.1	6	-20	11	-21	0	-3	20	·
CC(C)CC(=O)N1CCN(Cc2ccccc2Br)CC1	-3	0.2	1	83*	1	-10	0	·	-83	-1
NNC(=O)C1CCCn2c1nc1sc3c(c1c2=O)CCCC3 (stereo not drawn)	5	2.2	3	-26	-6	-4	3	-5	26	2
O=C(C1CCN(c2ccc(N3CCOCC3)nn2)CC1)N1CCc2ccccc2C1	-1	-1.1	-100	-6	2	11	-1	7	6	-3
CCCn1cnc2c(c1=O)c1nc3ccccc3nc1n2CCc1ccccc1	6	-0.8	·	36	-10	12	-2	16	-36	·
COc1ccc(CNC(=O)C2CC(=O)N(c3ccc(OCC(=O)N4C(C)CCCC4C)cc3)C2)cc1 (stereo not drawn)	-2	-0.5	5	·	-13	-18	2	-3	·	-2
CN1CCN(C(=O)Cn2ncc3c([nH]c4ccccc43)c2=O)CC1	-1	-3.1	23	-3	-13	3	1	8	3	-1
COC(=O)c1ccc(OCC(=O)c2ccccc2)cc1	0	0.3	6	-13	0	-3	0	62	13	24
Cc1oc(/N=C/c2ccccc2O)c(C#N)c1C	1	-5.3	-15	-1	4	-19	0	-27	1	·
CCCn1c(C)cc(-c2csc(N)n2)c1C	-2	-0.2	-9	19	-6	7	-3	2	-19	·
O=C(CCCC(=O)NN=Cc1ccccc1Cl)NN=Cc1ccccc1Cl	-1	1.5	-6	7	-23	-6	-1	-6	-7	1
COCCOc1cc(NCc2ccccc2)c2ncn(C(C)C)c2c1	9	0.7	0	7	-3	4	4	-15	-7	-6
Cc1nc2c(C)cccn2c1C(=O)N/N=C/c1ccccc1[N+](=O)[O-]	2	-0.1	-4	21	3	-2	-4	-3	-21	-1
Cc1cc2oc(=O)cc(CN3CCC(C)CC3)c2c(C)c1Cl	8	-0.7	0	3	0	-10	-2	·	-3	8
CCC(=O)Nc1cc(-c2nn3c(C)nnc3s2)ccc1C	0	0.5	0	-17	-12	-16	-4	·	17	0
Cc1ccc(NC(=O)C2C(C(=O)O)C3C=CC2C32CC2)cc1 (stereo not drawn)	2	-2.0	-17	-19	9	-19	0	7	19	?
COc1cccc(OC)c1OCC(O)CN1CCN(c2ccccc2)CC1 (stereo not drawn)	7	-1.5	-3	-5	-10	-2	3	-10	5	·
O=S(=O)(Nc1nc(SCc2ccc(Cl)cc2)n[nH]1)c1ccccc1	·	0.1	3	13	-10	-13	·	·	-13	-1
CC12C=CC3(CN(Cc4ccccc4)C(=O)C3C1C(=O)NC1CC1)O2 (stereo not drawn)	-4	-1.0	1	11	-5	-9	3	3	-11	·
CCC(NC(=O)c1ccccc1NC(=O)c1ccccc1)C(=O)NNC(=O)c1cccnc1 (stereo not drawn)	5	-3.4	-9	-1	1	-8	-1	·	1	1
CC1CCN(C(=O)c2[nH]cnc2C(=O)Nc2nccs2)CC1	6	-0.8	-5	-10	-3	-12	-5	-8	10	-3
O=C(Nc1cccc2nsnc12)c1ccc2c(c1)OCCO2	0	-0.1	-8	10	-13	10	2	22	-10	·
COc1ccc(CNC(=O)C(c2ccccc2F)N(C(=O)c2csnn2)C2CC2)cc1 (stereo not drawn)	1	-0.7	-2	·	-4	-17	2	-1	·	0
O=C(Nc1nn[nH]n1)c1cc(-c2ccc(Cl)c(Cl)c2Cl)nc2ccccc12	1	-0.5	-1	5	-5	8	-2	18	-5	2
COc1ccc(NS(=O)(=O)c2cc(N)ccc2N2CCOCC2)cc1	-1	-1.1	1	·	6	3	-4	-2	·	-1
COCCn1nnnc1CN(CCc1ccc(OC)c(OC)c1)Cc1cc2ccc(C)cc2[nH]c1=O	6	-0.1	-12	-2	-13	-13	2	-7	2	·
Cc1nc2scc(C)n2c(=O)c1S(=O)(=O)NCc1ccccc1Cl	-1	0.2	4	-3	-1	-4	0	0	3	-2
Cc1ccc(S(=O)(=O)N2CCCC2C(=O)NCc2ccccc2F)cc1 (stereo not drawn)	8	-0.9	-14	-4	-1	-11	6	-8	4	1
COC(=O)C1=C(C)NC(=O)NC1c1ccc(-c2ccc(Cl)cc2)o1 (stereo not drawn)	3	0.3	3	34	-1	0	0	-11	-34	0

Other structures
molecule	HTR5A ag ctr	CDK5 p35 inh	Rtt109 Vps75	SR-BI DiI inh	dFosB activator	PvdQ acylase	cardiac RTF act	MITF act	SR-BI DiI-HDL act	Wnt bcat act
CSc1nc2ccc(S(=O)(=O)Nc3c(C)n(C)n(-c4ccccc4)c3=O)cc2s1	0	-0.2	·	-24	-5	1	1	7	24	·
CCn1cc(C(=O)N[C@H](C(=O)NCCCN2CCOCC2)C(C)C)c(=O)c2cc3c(cc21)OCO3	-8	0.4	-4	-1	-2	3	1	2	1	0
CCOc1ccccc1NC(=O)N1CCCC1C(=O)Nc1ccc(NC(C)=O)cc1 (stereo not drawn)	-2	1.0	-2	-32	1	-8	5	-3	32	·
COc1ccc(CC(=O)O/N=C(\N)Cc2ccc(OC)cc2)cc1	5	0.2	0	-16	1	-21	7	12	16	·
COC(=O)c1ccc(COc2cc([N+](=O)[O-])cc3cccnc23)o1	-1	-1.5	9	43	-16	-14	1	·	-43	-1
COC(=O)CN1C(=O)COc2ccc(S(=O)(=O)NCc3ccc(F)cc3)cc21	3	-0.6	·	-15	-3	4	-1	-3	15	0
O=C(NCc1cccnc1)c1cnc2sccn2c1=O	8	0.6	1	·	-4	3	-1	1	·	-5
O/N=C/c1ccnc(SCc2ccccc2)n1	5	-1.2	2	4	-3	-14	-4	78	-4	3
CCOC(=O)N1CCc2[nH]c3ccc(C)cc3c2C1	7	1.4	1	9	-7	2	1	10	8	-2
CCN(CC)C(=O)C(=O)c1cn(CCOc2ccccc2)c2ccccc12	4	0.8	-9	6	-10	-9	2	-19	-6	-1
COc1cccc(CN2CCNC(=O)C2CC(=O)N(C)C2CCCCC2)c1OC (stereo not drawn)	3	0.4	0	-11	0	-5	0	1	11	0
Cc1ccc(S(=O)(=O)N2CCCCC2)cc1NC(=O)CN1C(=O)CN(C)C1=O	4	1.3	7	-25	-1	-10	-2	-2	25	-2
O=C(NC(=S)Nc1ccc(S(=O)(=O)N2CCCC2)cc1)C1CCC1	0	-1.9	-2	9	2	-15	8	-1	-9	·
CCN(CC)CCNCc1ccc(Br)cc1OCC(=O)NCc1ccccc1	0	0.5	4	·	-12	-4	3	6	·	5
O=C(NCC(=O)N1CCCCCCC1)c1ccc(Cl)cc1	-2	2.6	20	3	-7	0	-4	49	-3	16
O=C(O)CC(CC(=O)Nc1ccc(N2CCOCC2)cc1)c1ccccc1 (stereo not drawn)	3	-0.5	6	-16	-4	2	5	7	16	0
